Source: PubChem BioAssay (National Center for Advancing Translational Sciences (NCATS))
JMJD2A Tudor inh: blocks the human JMJD2A Tudor domain; AlphaScreen JMJD2A-Tudor / H3K4me3 peptide binding; Potency, µM (doses to about 114 µM), for inactives: top-dose activity change, negative = inhibition, hits mostly inhibitors; 390,000 tested, 4.4% active; note: % is set by controls: 0 for no effect and ±100 for the full control effect; nearly all actives have a fitted effect of over 50% in size
Pin1 inh: blocks the human prolyl isomerase Pin1; Q13526; Pin1 FP peptide displacement, HiFluor488, 10 min; Potency, µM (top dose mostly 115 µM), without a hit: top-dose activity, negative = inhibition, usual class: inhibitors; 390,000 tested, 0.009% active; AID 504891; active = well fitted inhibition curve with a large enough effect in the polarisation, with a control signal flat, not every such curve was filed as active; inconclusive = small, poorly fitted or top-dose-only effect, or effect the other way, or a change in a side signal; inactive = no such curve, though single readings can be large or run the other way; the % refers to the polarisation; note: % is set by controls: 0 for no effect and ±100 for the full control effect
GLS inhibitor: blocks human kidney-isoform glutaminase activity. GLS enzymatic activity, qHTS titration. 410,000 tested, 0.21% active. Potency, µM (top dose mostly 45.5 µM), inactives show top-dose activity change, negative = inhibition, actives largely listed as inhibitors. O94925; note: % is set by controls: 0 for no effect and ±100 for the full control effect
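hKGA in 45 mM KH2PO4 pH 8.2, 0.02% Tween-20 with pin-transferred compounds; 1 mM L-glutamine (stock) plus glutamate oxidase/HRP/Amplex Red coupling added. Fluorescence read initially and after 30 min at RT.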
BLM inh: inhibitors of human Bloom syndrome helicase BLM. P54132. recombinant BLM DNA unwinding, fluorescence dequenching. Potency, µM (series often up to 56.1 µM), for the others: top-dose activity change, negative = inhibition, actives largely listed as inhibitors. 350,000 tested, 0.2% active. AID 2528;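 note: plate controls were vehicle for no effect and no enzyme for full effect; nearly all actives have a fitted effect of over 35% in size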
HP1b chromo inh: HP1-beta chromodomain-methylated histone interaction inhibition; 390,000 tested, 0.56% active; P83916; Potency, µM (titrated, usually from 114 µM), without a hit: top-dose activity change, negative = inhibition, most hits filed as inhibitors; AlphaScreen HP1-beta / biotin-H3K9me3 peptide binding; note: nearly all actives have a fitted effect of over 70% in size; inactives centre near 23
Target sequence (P83916 whole entry, looked up): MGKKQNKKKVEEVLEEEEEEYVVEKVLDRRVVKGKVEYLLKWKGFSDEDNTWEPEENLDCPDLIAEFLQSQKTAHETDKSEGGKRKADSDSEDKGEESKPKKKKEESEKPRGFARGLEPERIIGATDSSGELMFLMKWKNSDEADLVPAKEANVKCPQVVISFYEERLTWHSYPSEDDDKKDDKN
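Compound inhibition of the preformed complex between 50 nM HP1-beta and 50 nM biotinylated H3K9me3 peptide was read by AlphaScreen. Buffer was PBS pH 7.4 with 0.01% Tween-20. Incubations ran 30 min at room temperature, with 10 ug/mL donor/acceptor beads.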
BAZ2B block: blocks human BAZ2B | Potency, µM (highest dose often 114 µM), for inactives: at the top dose activity change, negative = inhibition, usual class: inhibitors | AlphaScreen BAZ2B-H3K14Ac peptide displacement | AID 504333 | 360,000 tested, 4.4% active | Q9UIF8; note: % is set by controls: 0 for no effect and ±100 for the full control effect; nearly all actives have a fitted effect of over 60% in size
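Multi-concentration screen (max 110 uM) measuring displacement of acetylated histone H3 peptide from BAZ2B by AlphaScreen, using 50 nM protein, 50 nM peptide and 10 ug/mL streptavidin donor plus Ni-chelate acceptor beads.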
G9a block: G9a (human) methyltransferase inhibition; 350,000 tested, 8.8% active; G9a H3K9 monomethylation, AlphaScreen, 2 h; Potency, µM (top dose mostly 102 µM), inactives show at the top dose activity, negative = inhibition, most hits filed as inhibitors; Q96KQ7; note: % is set by controls: 0 for no effect and ±100 for the full control effect; nearly all actives have a fitted effect of over 75% in size
Target sequence (Q96KQ7 913-1193 limits assumed): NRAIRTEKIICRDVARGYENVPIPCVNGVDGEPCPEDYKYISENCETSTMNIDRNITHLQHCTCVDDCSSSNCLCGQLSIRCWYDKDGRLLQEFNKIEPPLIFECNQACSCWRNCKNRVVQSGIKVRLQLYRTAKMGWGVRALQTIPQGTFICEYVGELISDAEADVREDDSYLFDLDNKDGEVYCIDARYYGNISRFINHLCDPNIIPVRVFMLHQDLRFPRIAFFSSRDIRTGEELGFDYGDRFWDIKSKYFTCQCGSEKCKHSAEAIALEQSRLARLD
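Signal arises when biotinylated H3K9 peptide, once monomethylated, bridges streptavidin donor and antibody-captured acceptor beads. Enzyme at 20 nM was preincubated 15 min with test compounds; peptide 500 nM and SAM 20 uM then reacted for 2 h.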
PGK inhibitor: T. brucei PGK inhibition. P07378. PGK/GAPDH coupled, Kinase-Glo luminescence, 60 min. Potency, µM (doses to about 57.5 µM), for inactives: at the top dose activity change, negative = inhibition, hits mostly inhibitors. 380,000 tested, 0.043% active; note: % is set by controls: 0 for no effect and ±100 for the full control effect; nearly all actives have a fitted effect of over 60% in size
Target sequence (P07378 whole entry, looked up): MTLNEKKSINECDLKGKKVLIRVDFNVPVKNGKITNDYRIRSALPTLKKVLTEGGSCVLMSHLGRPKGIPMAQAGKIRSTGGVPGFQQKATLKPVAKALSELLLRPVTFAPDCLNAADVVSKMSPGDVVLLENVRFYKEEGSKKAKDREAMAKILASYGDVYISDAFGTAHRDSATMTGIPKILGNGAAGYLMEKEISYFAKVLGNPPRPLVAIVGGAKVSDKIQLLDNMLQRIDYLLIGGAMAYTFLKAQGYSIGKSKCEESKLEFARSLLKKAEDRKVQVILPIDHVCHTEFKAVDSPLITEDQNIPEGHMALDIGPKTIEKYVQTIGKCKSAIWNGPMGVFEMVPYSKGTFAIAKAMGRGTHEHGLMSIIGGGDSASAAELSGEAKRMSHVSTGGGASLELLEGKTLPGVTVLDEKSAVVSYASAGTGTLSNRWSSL
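Recombinant glycosomal PGK reaction used 1,3-bisphosphoglycerate generated in-well by GAPDH (100nM final) in 100mM TEA pH 7.6, 5mM MgCl2, 0.01% Tween-20. After 60 minutes at room temperature, ATP was read by Kinase-Glo Plus luminescence end-point.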
POLI inh: blocks human DNA polymerase iota activity; Pol iota fluorescent replication assay, 10 min; Potency, µM (series often up to 115 µM), for inactives: at the top dose activity, negative = inhibition, hits mostly inhibitors; 390,000 tested, 1% active
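Pol iota at 10 nM preincubated 15 min with compounds at room temperature; reaction started with fluorescent substrate, 50 nM final. Fluorescence read kinetically at 0 and 10 min; buffer-only wells as negative control.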
Numbers without * were called inactive; i = inactive; u = inconclusive; x = not tested or not shown; & = joins results of further samples; [ ] = another dose, or the depositor's remark. Unless noted, calls come from the whole dose curve; as a rule, active = well fitted curve in the direction sought with a large enough effect; inconclusive = small, poorly fitted or top-dose-only effect, or another doubt; inactive = no such curve, though single readings can be large; an effect the other way counts as inactive or inconclusive. Potency is the fitted concentration of half-maximal effect. These rows are one share of the data. The share of hits here may be higher or lower than overall.

SMILES	JMJD2A Tudor inh	Pin1 inh	GLS inhibitor	BLM inh	HP1b chromo inh	BAZ2B block	G9a block	PGK inhibitor	POLI inh
Cc1cc(NCCCN2CCOCC2)n2ncc(-c3ccccc3)c2n1	-3%	-3%	6%	2%	38%[activator]	-1%	-3%	i	15%
CCCCN(Cc1nc2ccccc2c(=O)[nH]1)C(=O)COc1ccc(F)cc1Cl	-3%	5%	-2%	x	51%[activator]	5%	-4%[12.7 µM]	i	8%
Cc1ccc2oc(Nc3nc(-c4ccccc4)cc(=O)[nH]3)nc2c1	u	-26%	-13%	-7%	12%	u	79µM*	8%	8%
C=CCSc1nncn1/N=C/c1ccc(OC)cc1	-8%	6%	-13%	-2%	24%	7%	u	i	-2%
CCn1cc(C2C(C(=O)Nc3cc(C)ccn3)=C(C)NC3=C2C(=O)CC(C)(C)C3)c(C)n1 (stereo unspecified)	-11%	-4%	25%	-13%	28%	-3%	28%	0%	21%
CCc1ccccc1N(C)C(=O)c1nn(C)c2c1CSc1ccccc1-2	4%	-6%	2%	-1%	46%[activator]	4%	-36%[59 µM]	-2%	21%
CCn1cc(CNC(=O)/C=C/c2ccc([N+](=O)[O-])cc2)cn1	-7%	0%	-1%	3%	14%	8%	16%	0%	8%
CC(C)(C)C(=O)N1N=C(c2ccc(NS(C)(=O)=O)cc2)CC1c1cccs1 (stereo unspecified)	-19%	10%	2%	-12%	10%	x	-28%	1%	58%[activator]
CC1CCc2c(c3ccccc3n2C(=O)CCl)C1 (stereo unspecified)	u	-15%	1%	-12%	26%	79µM*	19%[0.501 µM]	i	u
CCOc1ccc(C(=O)OCC(=O)N2CCCC2)cc1OCC	4%	9%	5%	-4%	42%[activator]	0%	12%	-8%	-16%
OC(COc1ccc(C2C=CCC2)cc1)CN1CCCCC1 (stereo unspecified)	-29%	-1%	-2%	1%	-19%	-4%	40µM*	x	u
COc1ccc(-n2c(C)cc(C)c(C(C)=O)c2=S)cc1	-15%	-1%	4%	6%	20%	-2%	27%	-2%	29%
CC(=O)c1cccc(NC(=O)N2CCCC2C(=O)NCCC(C)C)c1 (stereo unspecified)	-5%	2%	9%	1%	30%	-23%	-4%	-6%	10%
CCOC(=O)c1ccc(N2CN(CC)CNC2=S)cc1	5%	3%	-9%	-3%	9%	-10%	14%[59 µM]	-6%	57%[activator]
COCCCNC(=O)c1ccc(CS(=O)(=O)c2ccc(OC)cc2)o1	-11%	-18%	-7%	-1%	-8%	6%	u	i	9%
Cc1ccc(NS(=O)(=O)c2c(C)nc3sccn3c2=O)cc1	-13%	13%	7%	-1%	24%	-5%	10%	0%	-23%
O=[N+]([O-])c1ccc(N2CCOCC2)cn1	-3%	1%	-2%	-5%	26%	-16%	3%	i	-23%
O=C(CCN1C(=O)c2ccccc2S1(=O)=O)Nc1ccccc1	-11%	3%	0%	-10%	16%	-2%	16%[59 µM]	-6%	-5%
Cc1cc(C)c2c(=O)cc(C(=O)Nc3c(C)n(C)n(-c4ccccc4)c3=O)oc2c1	2%	1%	-6%	-3%	33%	1%	4%[59 µM]	-10%	11%
COc1ccc(-c2nc(-c3ccc(Br)o3)no2)cc1OC	-9%	55%[activator]	-6%	-10%	34%[activator]	8%	-10%[59 µM]	-3%	27%
Cc1ccc(NC(=O)CSc2ncccc2C(=O)Oc2ccccc2Cl)cc1Cl	-13%	35%[activator]	7%	-5%	32%	2%	u	-1%	36%[activator]
COc1cc(C2NC(=O)c3ccccc3O2)ccc1OC(C)C (stereo unspecified)	-5%	4%	-3%	-3%	37%	6%	37%	i	40%[activator]
c1cc(CN2CCN(C3CCCCCC3)CC2)ccn1	20µM*	0%	1%	-3%	u	x	1.8µM*	-6%	23%
CCc1ccc(S(=O)(=O)c2nnn3c2nc(NC(C)C)c2sccc23)cc1	-5%	u	-3%	1%	24%	-8%	-18%[59 µM]	5%	26%
Cc1ccc(NC(=O)c2ccc(CSc3nnnn3C)cc2)cc1	-4%	-2%	8%	-4%	42%[activator]	6%	11%[59 µM]	0%	-4%
O=C(CSc1ncnc2c1nnn2-c1ccc(F)cc1)NCc1ccco1	-16%	18%	-4%	-7%	25%	8%	-3%[59 µM]	-2%	u
CCOc1ccccc1N1CCN(CC(=O)Nc2cc(C)on2)CC1	-14%	-3%	5%	-2%	12%	-3%	-1%	3%	136%[activator]
O=C(CSc1c2c(nc3ccc(Cl)cc13)CCCC2)NCc1ccco1	-21%	14%	9%	-2%	23%	-4%	8%	2%	5%
CC(=O)c1c(C)n(-c2cccc(Cl)c2)c2ccc(OC(=O)c3ccccc3)cc12	-27%	-1%	9%	-6%	15%	-29%	4%[59 µM]	i	10%
COc1cc(C(CCN2CCCC(C)C2)c2c(OC)cc(OC)c3c2OC(=O)CC3c2ccc(N(C)C)cc2)cc(OC)c1OC (stereo unspecified)	16µM*	-8%&-2%	4%	5%&1%	u	14µM*	u	7%	-5%&-15%
Cc1ccc(N(CC(=O)NC2CCCC2)C(=O)CCC(=O)Nc2nccs2)cc1C	10%	-6%	-8%	-3%	21%	-15%	3%	-4%	57%[activator]
CCOC(=O)C1CCN(C(=O)Nc2ccc(C)c(Cl)c2)CC1	-8%	2%	-3%	-4%	16%	0%	3%[59 µM]	-3%	84%[activator]
COCCN(CCOC)S(=O)(=O)c1ccc(C(=O)Nc2ccc(S(=O)(=O)Nc3nccc(C)n3)cc2)cc1	-8%	11%	-3%	-2%	47%[activator]	x	-48%	i	-4%
COc1cccc(NC(=O)Cn2c(=O)n(Cc3ccc(C(=O)NCc4ccc(C)cc4)cc3)c(=O)c3ccccc32)c1	17%	22%	11%	-7%	36%	-2%	4%[59 µM]	5%	38%[activator]
COc1cc(CCC(=O)Nc2ccc(S(=O)(=O)N3CCOCC3)cc2)cc(OC)c1OC	1%	3%	-2%	x	51%[activator]	-1%	-6%[59 µM]	5%	-18%
CCCCN(CCCC)CCCNC(=O)CC1Oc2ccc(C)cc2NC1=O (stereo unspecified)	-16%	-6%	-1%	1%	20%	10%	18%[12.7 µM]	-5%	0%[58.9 µM]
O=S(=O)(Nc1n[nH]c(C(F)(F)F)n1)c1ccccc1	1%	-7%	-8%	2%	39%[activator]	-1%	x	i	11%
CC(C)C(=O)Nc1ccc(N2CCN(C(=O)c3cccs3)CC2)cc1	-2%[57.1 µM]	2%	78%[activator]	-1%	56%[activator]	-37%	4%[59 µM]	-10%	-11%
O=[N+]([O-])c1ccc(N/N=C\c2cccn2-c2ccccc2)nc1	40µM*	85%[activator]	14%	-16%	u	u	u	-2%	-12%
CCCC(=O)Nc1cccc(NC(=O)c2ccc(C)c([N+](=O)[O-])c2)c1	-26%	-5%	5%	1%	18%	-6%	-5%	-6%	25%
CC(=O)Nc1ccc(C(=O)Nc2cc(C)on2)cc1	6%	2%	0%	-3%	23%	-14%	-15%	i	101%[activator]
CCOc1ccccc1CNC(=O)CSc1n[nH]c(-c2ccccc2)n1	-17%	-2%	5%	0%	31%[57 µM]	1%	4%[59 µM]	-3%	4%
CC(=O)N/C(=N/c1nc(C)cc(C)n1)Nc1ccc(C)cc1Cl	-11%	6%	-2%	2%	30%	1%	55%[activator]	-2%	82%[activator]
CCN1C(=O)c2ccc(C(=O)Nc3c(C)cc(C)cc3C)cc2C1=O	-6%	-2%	-4%	-2%	45%[activator]	8%	x	-4%	12%
O=C(NC1CC1)C1CCN(c2ccc(S(=O)(=O)N3CCOCC3)cc2Cl)CC1	-19%	7%	2%	4%	-7%	0%	20%	-5%	-2%
CS(=O)(=O)Nc1ccc2c3c(cccc13)CC2	7%	2%	6%	0%	23%	-9%	10%[12.7 µM]	-3%	24%
O=[N+]([O-])c1ccc(O)c(/C=N/Nc2ccccc2[N+](=O)[O-])c1	-29%	-2%	-20%	-5%	17%	-26%	20µM*	1%	21%
CCNC(=S)Nc1cccc(S(=O)(=O)Nc2ccccc2OC)c1	-8%	0%	31%	-4%	30%	-35%	u	-5%	-13%
COc1ccc(CNC(=O)C2CCCN(S(=O)(=O)N3CCC(C)CC3)C2)c(OC)c1 (stereo unspecified)	-7%	2%	2%	-1%	61%[activator]	-25%	14%	-3%	16%
CCOc1ccc(CCNC(=O)CCCc2cc(-c3ccc(OCC)cc3)on2)cc1	-9%	1%	-1%	-9%	30%[activator]	0%	7%[59 µM]	3%	27%
COc1ccc(C2CC(c3cccs3)=NN2C(=O)COC(=O)C2CCCCC2)cc1OC (stereo unspecified)	-16%	30%	-4%	-13%	2%	-23%	11%[59 µM]	-5%	107%[activator]
Cc1ccccc1NS(=O)(=O)c1ccc(OCC(=O)N2CCCC2)cc1	-15%	-5%	-2%	-6%	28%	4%	4%	-2%	-9%
CCOc1ccc(/C=N/n2cnnc2)cc1	-14%	0%	0%	-2%	6%	5%	-31%[12.7 µM]	-7%	10%
CCOC(=O)N1CCC2(CC1)C(C#N)=C(N)OC1=C2C(=O)CC(C)(C)C1	-25%	-16%	12%	0%	27%	-6%	-1%[12.7 µM]	-2%	-4%

One compound at a time, as listed above. Values in the order: JMJD2A Tudor inh | Pin1 inh | GLS inhibitor | BLM inh | HP1b chromo inh | BAZ2B block | G9a block | PGK inhibitor | POLI inh
Record of CCOC(=O)N1CCC2(CC1)C(C#N)=C(N)OC1=C2C(=O)CC(C)(C)C1 = -25% | -16% | 12% | 0% | 27% | -6% | -1%[12.7 µM] | -2% | -4%
Record of CC(=O)Nc1ccc(C(=O)Nc2cc(C)on2)cc1 = 6% | 2% | 0% | -3% | 23% | -14% | -15% | i | 101%[activator]
Record of CS(=O)(=O)Nc1ccc2c3c(cccc13)CC2 = 7% | 2% | 6% | 0% | 23% | -9% | 10%[12.7 µM] | -3% | 24%
